# mIDH1 inhibitor = qHTS for Inhibitors of mutant isocitrate dehydrogenase 1 (IDH1): qHTS; Isocitrate dehydrogenase [NADP] cytoplasmic (Homo sapiens), O75874; IDH1-R132H enzyme, NADPH consumption, diaphorase/resazurin fluorescence; Potency, µM (series often up to 76.6 µM), for the others: top-dose activity change, negative = inhibition, hits mostly inhibitors; 390,000 compounds, 0.093% hits; AID 602179, 2012; note: potency is the fitted concentration of half-maximal effect; % is set by controls: 0 for no effect and ±100 for the full control effect; nearly all actives have a fitted effect of over 65% in size
#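 IDH1-R132H (0.5 ug/mL dispensed) in pH 7.5 Tris buffer was preincubated 30 min with compound, then given a substrate mix of 0.016 mM NADPH and 2 mM alpha-KG for 80 min at room temperature; remaining NADPH was read by diaphorase/resazurin fluorescence.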
# TrxR1 substrate = qHTS Assay for Substrates of Mammalian Selenoprotein Thioredoxin Reductase 1 (TrxR1): qHTS; purified TrxR1 substrate turnover, NADPH consumption readout; Potency, µM (series often up to 114 µM), inactives show at the highest dose activity change, negative = substrate turnover; 390,000 compounds, 0.01% hits; note: potency is the fitted concentration of half-maximal effect; % is set by controls: 0 for no effect and ±100 for the full control effect; nearly all actives have a fitted effect of over 50% in size
#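 Rat TrxR1, dispensed at 90 nM, was prereduced with 400 uM NADPH (final) for 5 min at ~22 deg C, then incubated with compound 15 min before 400 uM selenite. A first-read NADPH fluorescence drop versus no-compound background flagged substrates.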
# GRP78 ERSR act = qHTS for Inducers of the Endoplasmic Reticulum Stress Response (ERSR) in Human Glioma: qHTS | U87-MG GRP78 promoter luciferase reporter, 16 h | Potency, µM, without a hit: top-dose activation, hits mostly activators | 420,000 compounds, 0.02% hits | AID 602332, 2012; note: potency is the fitted concentration of half-maximal effect; series mostly up to about 76 µM; % of control where 0% means no effect; nearly all actives have a fitted effect of over 35% in size
#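 Stably transfected U87-MG glioma cells carrying a GRP78-based luciferase sensor; 16 h compound incubation. Luminescence end-point read 10 min after Bright-Glo addition at room temperature.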
# RXFP1 agonist = qHTS Assay for Agonists of the Relaxin Receptor RXFP1; 370,000 compounds, 0.3% hits; Relaxin receptor 1 (Homo sapiens), Q9HBX9; Potency, µM (top dose mostly 57.5 µM), without a hit: top-dose activation, hits mostly activators; HEK293T-RXFP1 cAMP TR-FRET, 30 min; response scale: percent of porcine relaxin response, buffer zero; AID 2676, 2010; note: potency is the fitted concentration of half-maximal effect; % is set by controls: 0 for no effect and ±100 for the full control effect; nearly all actives have a fitted effect of over 60% in size; many of its hits are not listed in these tables
#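 HEK293 cells stably expressing RXFP1, treated 30 min at 37C with compounds plus PDE4 inhibitor Ro 20174; cAMP measured by HTRF TR-FRET. Normalized to buffer and 29 nM porcine relaxin; EC50 by Hill fit.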
# USP1 inh = Inhibitors of USP1/UAF1: Primary Screen; Potency, µM (doses to about 57.1 µM), for inactives: top-dose activity change, negative = inhibition, usual class: inhibitors; 390,000 compounds, 0.23% hits; Ubiquitin carboxyl-terminal hydrolase 1 (Homo sapiens), O94782; AID 743255, 2014; recombinant USP1/UAF1, Ub-Rhodamine cleavage fluorescence; note: potency is the fitted concentration of half-maximal effect; % is set by controls: 0 for no effect and ±100 for the full control effect; nearly all actives have a fitted effect of over 60% in size; inactives centre near -12
#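 USP1/UAF1 complex (1 nM) preincubated 15 min at room temperature with compound, then Ub-Rho substrate (150 nM final) added. Kinetic fluorescence at 480/540 nm over 6 reads at 60 s intervals; 50 mM HEPES pH 7.8, 0.5 mM EDTA, 0.1 mg/ml BSA, 1 mM TCEP, 0.01% Tween-20.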
# Vif-A3F inh = qHTS for Inhibitors of Vif-A3F Interactions: qHTS; HeLa A3F-eYFP + Vif (tagged APOBEC3F with the HIV-1 protein that degrades it), YFP fluorescence increase; AID 602313, 2012; 390,000 compounds, 0.2% hits; Potency, µM (series often up to 46.1 µM), without a hit: at the highest dose activity, negative = active; note: potency is the fitted concentration of half-maximal effect; % of control where 0% means no effect; nearly all actives have a fitted effect of over 65% in size
#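 HeLa cells stably expressing Vif plus C-terminally eYFP-tagged A3F were seeded, incubated overnight at 37 deg C, dosed with compound, incubated overnight again at 37 deg C. Yellow fluorescence (Ex 488/Em 500-530) reported blocked Vif-mediated A3F-eYFP degradation.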
# LDHA inh = qHTS assay for inhibitors of human lactate dehydrogenase. L-lactate dehydrogenase A chain (Homo sapiens), P00338. purified LDHA, NADH/diaphorase-resazurin fluorescence; stronger effect = lower value. activity change, % (values are at about 110 or 230 µM). 480,000 compounds, 0.15% hits. AID 1347041, 2019; in the data active = activity change below about -30%; inconclusive = mostly about -25% to -30%;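 note: plate controls were DMSO wells for no effect and wells without enzyme for full effect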
#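 Human LDH5 at 2 nM final in Tris HCl pH 7.4 with 0.06 mM NADH and 0.2 mM pyruvate, reacted 5 minutes at room temperature. Remaining NADH coupled via diaphorase/resazurin; resorufin fluorescence read at 0 and 20 minutes, normalized to enzyme-free and DMSO wells.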
# Vif-APOBEC3G blk = qHTS for Inhibitors of Vif-A3G Interactions: qHTS; Potency, µM (titrated, usually from 46.1 µM), for inactives: at the highest dose activity, negative = active, actives largely listed as inhibitors; HeLa A3G-eYFP + Vif (tagged APOBEC3G with the HIV-1 protein that degrades it), YFP fluorescence, overnight; DNA dC->dU-editing enzyme APOBEC-3G (Homo sapiens), Q9HC16; 410,000 compounds, 0.076% hits;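 note: potency is the fitted concentration of half-maximal effect; % is set by controls: 0 for no effect and ±100 for the full control effect; nearly all actives have a fitted effect of over 60% in size; hits raise eYFP signal because A3G escapes Vif-driven loss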
# Target sequence (Q9HC16 whole entry, looked up): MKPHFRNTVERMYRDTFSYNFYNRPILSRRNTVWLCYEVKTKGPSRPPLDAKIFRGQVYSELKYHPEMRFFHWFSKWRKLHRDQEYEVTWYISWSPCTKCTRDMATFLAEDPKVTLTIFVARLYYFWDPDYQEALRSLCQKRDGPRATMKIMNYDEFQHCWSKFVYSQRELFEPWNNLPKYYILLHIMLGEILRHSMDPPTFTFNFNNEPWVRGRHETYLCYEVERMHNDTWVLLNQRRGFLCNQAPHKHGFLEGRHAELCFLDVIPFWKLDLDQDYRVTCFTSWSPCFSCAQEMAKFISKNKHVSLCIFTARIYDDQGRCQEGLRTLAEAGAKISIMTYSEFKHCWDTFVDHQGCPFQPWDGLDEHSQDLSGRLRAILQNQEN
#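 HeLa cells stably expressing Vif and C-terminally eYFP-tagged A3G, seeded overnight at 37 deg C, then exposed to compound by pintool overnight at 37 deg C. Rise in yellow fluorescence (Ex 488/Em 500-530, Acumen) marks blocked Vif-driven A3G degradation.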
# PI4K2A inh = qHTS for small molecular inhibitors of PI4K2A; 420,000 compounds, 0.13% hits; Phosphatidylinositol 4-kinase type 2-alpha (Homo sapiens), Q9BTU6; purified PI4K2A, ADP-Glo luminescence, 1 h; stronger effect = lower value; activity change, negative = inhibition, % at 76.9 µM; in the data active = activity change below about -50%; inconclusive = mostly about -30% to -49%;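 note: -100% = wells without enzyme as full effect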
# Target sequence (Q9BTU6 whole entry, looked up): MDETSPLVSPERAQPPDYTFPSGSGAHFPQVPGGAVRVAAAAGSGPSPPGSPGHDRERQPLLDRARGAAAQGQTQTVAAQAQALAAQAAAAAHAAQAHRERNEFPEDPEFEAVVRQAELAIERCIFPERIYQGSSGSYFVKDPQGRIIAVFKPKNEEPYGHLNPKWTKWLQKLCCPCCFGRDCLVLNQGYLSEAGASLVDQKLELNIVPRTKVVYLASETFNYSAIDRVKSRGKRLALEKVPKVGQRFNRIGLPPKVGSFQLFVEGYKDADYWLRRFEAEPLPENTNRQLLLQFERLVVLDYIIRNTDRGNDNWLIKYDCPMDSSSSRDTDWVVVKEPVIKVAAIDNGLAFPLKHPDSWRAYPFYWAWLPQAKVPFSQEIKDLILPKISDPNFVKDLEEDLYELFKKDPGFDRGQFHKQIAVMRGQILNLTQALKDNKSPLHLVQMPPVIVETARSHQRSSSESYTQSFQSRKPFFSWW
#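 In this quantitative HTS, ADP production by PI4K2A was quantified luminescently after 1 h at ambient temperature; 100 microM adenosine served as plate-quality control.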
# An asterisk follows results filed as active; ? = inconclusive; nt = no result given; & = joins results of further samples; [ ] = another dose, or the depositor's remark. Unless noted, calls come from the whole dose curve; as a rule, active = well fitted curve in the direction sought with a large enough effect; inconclusive = small, poorly fitted or top-dose-only effect, or another doubt; inactive = no such curve, though single readings can be large; an effect the other way counts as inactive or inconclusive.
SMILES,mIDH1 inhibitor,TrxR1 substrate,GRP78 ERSR act,RXFP1 agonist,USP1 inh,Vif-A3F inh,LDHA inh,Vif-APOBEC3G blk,PI4K2A inh
CCOC(=O)c1cnc(SCc2ccc(C)cc2)nc1N,5%,-3%,3%,2.4%,-11%,0%,-3,1%,-3
OC(C[n+]1cccc(Br)c1)c1ccccc1 (stereo not drawn),nt,2%,-5%,nt,nt,nt,4,3%,nt
CCOC(=O)c1c(-c2ccccc2)csc1NC(=O)CSc1nncs1,4%,-11%,-4%,-0.2%,-27%,3%,4,-11%,-12
CC1CCCCN1S(=O)(=O)c1ccc(F)c(C(=O)Nc2ccccc2C(F)(F)F)c1 (stereo not drawn),-8%,5%[57.1 µM],0%,2.3%,-18%,-12%,-1,-1%,-1
Cc1ccc(S(=O)(=O)c2nnn3c2nc(NCc2ccc4c(c2)OCO4)c2sccc23)cc1C,0%,12%,-4%,6.4%,?,4%,1,0%,0
CN(C)C(=O)c1c2c(nc3ccccc13)CCCC2,5%,12%[57.1 µM],-2%,-0.2%,-12%,4%,-3,0%,5
NC(Cc1ccccc1)c1csc(Nc2ccc(C(=O)NCCCO)cn2)n1 (stereo not drawn),nt,nt,2%,nt,nt,nt,-6,-2%,3
O=C(c1ccccc1NS(=O)(=O)c1ccc(Br)s1)N1CCCC1,1%,-6%[57.1 µM],3%,0.5%,1%,2%,-4,0%,4
COc1cc(/C=N/NC(=O)c2cc[n+]([O-])cc2)ccc1O,-1%,-21%,-4%,6.8%,-24%,10%,-1,5%,-3
Cc1ccc(Cn2nnnc2CN2CCC(O)(c3ccccc3F)CC2)cc1,5%,7%,-3%,2.6%,-10%,3%,-2,3%,2
Cn1c(SCc2ccc(F)cc2)nc2c([nH]c3ccccc32)c1=O,-21%,3%[57.1 µM],-3%,-0.7%,-20%,5%,-10,2%,5
COC(=O)Cn1c(=O)n(CCc2ccccc2)c(=O)c2c3c(sc21)CCCC3,2%,2%,-5%,0.1%,-8%,-1%,-1,0%,1
O=C(CNc1ccc(F)cc1)c1ccccc1,-3%,6%[57.1 µM],9%,1.3%,-10%,-5%,1,-5%,-4
COc1ccc2c(Sc3ccccc3)c(C(=O)N3CCC(C)CC3)[nH]c2c1,12%,1%,18%,-0.4%,-8%,?,3,-5%,3
COc1ccc(CN(C(=O)c2snc(C(N)=O)c2N)C(CC(C)C)C(=O)NC2CCCCC2)cc1 (stereo not drawn),-5%,2%,-6%,-0.1%,2%,-13%,-3,-7%,-23
O=[N+]([O-])c1cccc(/C=N/NS(=O)(=O)c2ccccc2)c1,-7%,1%,-2%,-0.2%,-10%,5%,-10,0%,1
O=C(CCn1c(SCC(=O)c2ccccc2)nc2ccccc2c1=O)NCc1ccc(F)cc1,-1%,-1%,-6%,1.1%,1%,3%,-13,0%,3
CCOC(=O)C(=O)Nc1ncc(Cl)s1,3%,?,-7%,1.7%,-11%,-2%,-1,-3%,-4
O=C(Nc1ccc(-c2nc3ccccc3o2)cc1)c1cc(-n2cnnc2)ccc1Cl,1%,9%,-1%,-0.2%,-16%,-4%,-6,-13%,4
CC(=O)N1CCC(=O)Nc2ccc([N+](=O)[O-])cc21,-10%,-3%,-2%,0.2%,-22%,-1%,-8,-5%,-1
CN(C)CC(O)CN(c1ccccc1)c1ccccc1 (stereo not drawn),12%,-2%[57.1 µM],4%,5.3%,-6%,3%,2,2%,-3
CC(=O)NC1CC2CCCC(C1)N2S(=O)(=O)c1cccc(F)c1 (stereo not drawn),10%,13%[57.1 µM],-2%,0.2%,-4%,-4%,6,0%,-1
Cc1ccc(C(c2nnnn2CS(=O)(=O)c2ccc(C)cc2)N2CCC(C)CC2)cc1 (stereo not drawn),-2%,5%[57.1 µM],2%,0.4%,-24%,9%,-4,-2%,2
Cc1ccc(N/N=C(\C#N)C(=N)N2CCCCC2)cc1,27%,-13%,-13%,-1.2%,-8%,24%,-7,-5%,1
CN(Cc1ccccc1)C(=O)c1ccc(NC(=O)Cc2ccc(NC(=O)C3CCN(C(=O)C4CCCCC4)CC3)cc2)cc1,-5%[38.3 µM],-3%,-3%,nt,-18%,2%,-5,-4%,-3
CC(C)(C)c1ccc(C(=O)N2CCCC2)s1,1%,1%,-6%,1.1%,-11%,-6%,-1,8%,4
CSCCC(NS(=O)(=O)c1ccc2c(c1)oc(=O)n2C)C(=O)NCc1ccc(C)cc1 (stereo not drawn),-8%,0%,-2%,3.8%,-9%,-8%,-6,-6%,3
O=c1[nH]nc(-c2n[nH]c(=O)o2)o1,1%,-7%,-6%,nt,-6%,-14%,-6,1%,4
CC1CCCC(NC(=O)NC(=O)COC(=O)C2=NN(c3ccccc3)C(=O)CC2)C1C (stereo not drawn),14%,0%,-1%,-0.1%,-12%,1%,-1,-8%,2
CCCCN1C2CCCC1CC(NC(=O)C1CCCCC1)C2 (stereo not drawn),-2%,1%,-5%,-2.2%,-12%,5%,-7,0%,3
N/C(=N\OC(=O)c1ccc(Cl)cc1[N+](=O)[O-])c1cccnc1,-7%,2%,8%,0.2%,-8%,5%,7,3%,5
Cc1ccc(NC(=O)CN2C(=O)CCSc3ccccc32)c(C)c1,0%,-5%,-3%,1.2%,-27%,-1%,0,-5%,-1&0
Cc1cc(C)cc(C(=O)NCC(=O)OCN2C(=O)c3ccccc3C2=O)c1,3%,10%,-3%,0.2%,-13%,-21%,0,2%,-5
O=C(COC(=O)Cc1c(Cl)cccc1Cl)Nc1ccc(OC(F)(F)F)cc1,-5%,-3%,3%,-0.3%,0%,-6%,-2,-6%,1
Cc1ccc(S(=O)(=O)N2CC(C)N(C(=O)N3CCOCC3)C2C)cc1 (stereo not drawn),4%,5%[57.1 µM],-2%,2.7%,-16%,-9%,0,-7%,-6
CCSc1nc2c(c(=O)n1Cc1ccccc1)SC(C)C2 (stereo not drawn),3%,-3%,-4%,-0.5%,-5%,-19%,1,0%,-1
Cc1ccc2c(CSc3nc4ccccc4c(=O)n3CCCO)cc(=O)oc2c1,-3%,-3%,-4%,nt,-11%,3%,-6,3%,4
COc1ccc(N(CC(=O)NCc2ccccc2OC)S(=O)(=O)c2ccc(C)cc2)cc1Cl,-9%,-4%,-3%,-4.3%,-10%,-8%,0,-5%,-3
NS(=O)(=O)c1ccc(NC(=O)COC(=O)c2cnc(Cl)c(Cl)c2)cc1,-4%,-6%,-3%,-0.8%,0%,-3%,-7,0%,0
Cc1cc(C)cc(OCC(=O)Nc2ccc3c(c2)OCO3)c1,12%,0%,1%,4.0%,-26%,3%,5,-12%,2
O=C(CCc1ccccc1)Nc1ccc2c(c1)C(=O)OC2,5%,7%[57.1 µM],-1%,2.8%,-5%,-14%,0,1%,0
CC(C)CCNC(=O)C1CCN(S(=O)(=O)c2ccc3c(c2)CC(C)N3C(=O)C2CCC2)CC1 (stereo not drawn),-10%,-8%,-5%,-1.0%,-6%,-2%,-8,1%,-7
Cc1ccc(C)c(N2CCN(S(=O)(=O)c3c(C)[nH]c(C)c3C(=O)N3CCCCC3)CC2)c1,0%,2%,-4%,2.0%,?,4%,0,2%,-1
COc1ccc(N2CC(NC(=O)c3ccc4ccccc4c3)CC2=O)cc1OC (stereo not drawn),0%,-2%[57.1 µM],-1%,0.5%,-20%,-2%,-3,-1%,4
Cc1ccc(-n2ncc3c(Nc4cccc(C(F)(F)F)c4)ncnc32)cc1C,-12%,35%[activator][57.1 µM],-4%,8.7%,-2%,-28%,-1,-6%,0
Cn1c(CSc2ncccn2)nnc1SCC(=O)N1CCCC1,3%,0%,-4%,7.5%,-2%,-5%,-1,0%,1
CCn1c(SC)nnc1C1CCCN(CC(=O)Nc2ccccc2N2CCOCC2)C1 (stereo not drawn),0%,11%[0.0914 µM],-8%,0.1%,-3%,7%,-5,2%,-2
CC(C)(C)c1ccc(-c2nc(SCC(=O)Nc3ccccc3F)n3[nH]c(=O)cc3n2)cc1,8%,3%[57.1 µM],4%,2.5%,-22%,-1%,-7,-5%,-4

# A portion of the library, so the mix of outcomes need not match the whole.
